IL1B cytotox – HUVEC cytotoxicity counter-screen, IL-1B stimulated; AID 845; cell count reduction, % at 2 µM; actives 0.41% (n = 94,000); HUVEC cell count loss, Hoechst imaging;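 active means cell count reduction more than 3 SD above the screen-wide mean, cut at about 70% in these data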;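 further: normalized per plate to untreated control cells as the no-loss baseline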
F-actin modifier – cytoskeleton assembly modification; HUVEC TNFa F-actin phalloidin imaging, high content; inhibition, % at 2 µM; actives 0.18% (n = 91,000);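 active means inhibition above the batch mean plus 3 SD and confirmed as a hit by visual image inspection, cut at about 30% in these data, passing the limit was not always enough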; further: strong numbers were not always called active
HUVEC prolif 384 – human endothelial cell proliferation inhibition; HUVEC proliferation, CellTiter-Glo luminescence, 72 h; stronger effect = lower value; viability, % at 10 µM (by protocol); actives 1.1% (n = 86,000); AID 648;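 active means viability at or below 30%; inactive means viability above 30%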;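 further: 100% = median luminescence of DMSO-only cell control wells on each plate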
Lung fibro prol – blocks proliferation of human lung fibroblasts; LL 47 human lung fibroblast viability, ATP luminescence; stronger effect = lower value; viability, % at 10 µM; actives 1.1% (n = 85,000);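 active means viability at or below 50% in the single dose screen; inactive means viability above 50%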;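 further: compound exposure lasted 72 h before the ATP readout; 100% = median luminescence of untreated cell-only wells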
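Test system: LL 47 human lung fibroblasts / Quantity: 1,150 cells in each well / Medium: IMEM growth medium with 15% fetal bovine serum / Incubation: 72 h compound exposure at 37 °C after overnight plating / Detection: CellTiter-Glo luminescence measuring cellular ATP / Read-out: % viability versus median cells-only luminescence / Benchmarks: cell-only wells, no compound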
H69AR inhibit – blocks growth of human H69AR lung tumor cells; H69AR lung tumor viability, ATP luminescence, 72 h; stronger effect = lower value; viability, % at 10 µM; actives 6% (n = 85,000);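 active means viability at or below 40%; inactive means viability above 40%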;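 further: multidrug resistant small cell line overexpressing MRP-1 efflux transporter; 100% = mean luminescence of untreated control wells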
VCAM1 TNFa inh – reduces TNF alpha induced VCAM1 expression in HUVEC; actives 0.48% (n = 95,000); HUVEC TNFa-induced VCAM-1 immunofluorescence, high-content imaging; inhibition, % at 2 µM;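 active means inhibition above the batch mean plus 3 SD, with images confirmed as a hit by eye, cut at about 37% in these data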;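 further: 0% = TNF-stimulated DMSO wells and 100% = unstimulated control wells; not every result past the cut was called active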
PTK2B oligo ant – Pyk2 (human) oligomerization antagonism. Q293 cells, Pyk2 FERM NanoBiT luminescence; stronger effect = lower value. z-score (the deposit names both 25 µM and 10 µM). actives 0.83% (n = 99,000);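 active means Z-score of -3 or lower, scaled per plate to the spread of control and sample wells; inactive means z-score above -3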;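 further: negative z-score means lost luminescence so less FERM oligomerization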
Smad3 inh – inhibitors of human Smad3 transcription factor binding | AID 630 | actives 0.29% (n = 88,000) | TR-FRET Smad3/Dy647-FoxH1 peptide binding, europium anti-His | inhibition, % at 25 µM;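 active means compounds that reduce the energy-transfer binding signal between the protein and its labelled peptide by more than half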;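 further: 0% = Smad3 plus labelled peptide maximal FRET and 100% = peptide-only background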
Target sequence (P84022 whole entry, looked up): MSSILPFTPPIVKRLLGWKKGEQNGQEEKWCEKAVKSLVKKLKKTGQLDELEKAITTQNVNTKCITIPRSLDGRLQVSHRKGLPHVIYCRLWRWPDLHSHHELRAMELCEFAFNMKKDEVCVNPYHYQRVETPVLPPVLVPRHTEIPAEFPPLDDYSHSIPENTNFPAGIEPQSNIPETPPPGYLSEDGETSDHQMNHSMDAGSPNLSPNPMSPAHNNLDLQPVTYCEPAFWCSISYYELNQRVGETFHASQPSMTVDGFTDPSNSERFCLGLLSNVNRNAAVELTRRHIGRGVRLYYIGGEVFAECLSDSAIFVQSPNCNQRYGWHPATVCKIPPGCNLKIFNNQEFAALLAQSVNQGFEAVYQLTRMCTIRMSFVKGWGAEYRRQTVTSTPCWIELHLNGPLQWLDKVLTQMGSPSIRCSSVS
HUVEC tox TNFa – toxic to HUVEC cells under TNF alpha stimulation; HUVEC TNFalpha-stimulated, Hoechst cell count, imaging; cell count reduction, % at 2 µM; actives 0.17% (n = 93,000); AID 848;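 active means cell count reduction exceeding the screen mean by over 5 SD, scaled to untreated wells per plate, cut at about 78% in these data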;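 further: cells counted after 24 h of TNF alpha exposure following the 1 h pretreatment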
* = called active by the depositor; . = no result given; [ ] = dose if it differs, or a comment.

1	COC(=O)c1cn(NC(=O)C2COc3ccccc3O2)c(=O)c2ccccc12 (stereo not drawn)
2	O=C(c1ccco1)N1CCC(c2nc(-c3ccc(F)cc3)no2)CC1
3	CNC(=O)c1cc2cc(OC)ccc2oc1=N
4	CNC(=O)c1cc2cccc(OC)c2oc1=O
5	COc1ccc2cc3cc(C(=O)NCc4ccc5c(c4)OCO5)oc3nc2c1
6	O=C(Nc1ccccc1Cl)ON=C1c2ccccc2-c2ccccc21
7	CC(Sc1nc(NCc2ccccc2)nc(N2CCOCC2)n1)C(=O)Nc1ccccc1 (stereo not drawn)
8	N#CC1=C(N)Oc2n[nH]c(-c3ccc(F)cc3)c2C1c1ccncc1 (stereo not drawn)
9	CC1(C)C(C=C(Cl)Cl)C1C(=O)N1CCN(c2ccccc2)CC1 (stereo not drawn)
10	C=CCOC(=O)C1=C(C)NC(SCC(=O)OCC)=C(C#N)C1c1ccc(C)cc1 (stereo not drawn)

Screen / compound no.	1	2	3	4	5	6	7	8	9	10
IL1B cytotox	-7	-19	.	-9	-5	24	-28	.	-21	-20
F-actin modifier	0	-1	.	2	11	12	-1	.	-12	21
HUVEC prolif 384	92	107	103	94	99	.	91	112	115	85
Lung fibro prol	97	108	103	92	96	.	97	99	96	96
H69AR inhibit	98	102	91	93	94	.	78	100	88	62
VCAM1 TNFa inh	-1	-22	.	27	-12	0	6	.	11	7
PTK2B oligo ant	0.31	1.5	-0.5	-0.73	0.71	-0.53	-2.3	1	-0.17	-1.1
Smad3 inh	1	-13	8	6	-14[fluorescence artefact?]	.	8	-2	5	-3
HUVEC tox TNFa	-17	50	.	8	19	2	-4	.	-9	0

11	COc1cc2cc(C(c3nnnn3C(C)(C)C)N3CCc4ccccc43)c(=O)[nH]c2cc1OC (stereo not drawn)
12	CCCc1nnc(NC(=O)CCC(=O)N2CCN(CCOc3ccc(C)cc3)CC2)s1
13	CCOc1ccccc1NC(=O)CN(Cc1ccccc1)S(C)(=O)=O
14	O=C(CSc1nc2ccccc2[nH]1)c1ccc2c(c1)OCO2
15	O=C(O)CN1C(=O)CC(Cc2ccc(Cl)cc2)C1=O (stereo not drawn)
16	Cc1cccc(NC(=O)CSc2nnc(-c3ccco3)c(-c3ccco3)n2)c1C
17	CCOC(=O)CN1CC23C=CC(O2)C(C(=O)NCc2cccs2)C3C1=O (stereo not drawn)
18	CC1(C)CC(OC(=O)c2ccco2)CC(C)(C)N1O
19	O=C(c1ccccc1)N1CCN(CC#CC2(O)CCCCC2)CC1
20	COc1ccccc1N1CCN(CC(=O)c2c(C)[nH]c3ccccc23)CC1

Screen / compound no.	11	12	13	14	15	16	17	18	19	20
IL1B cytotox	2	4	-5	0	-6	-12	-4	8	4	-1
F-actin modifier	16	4	9	9	42	34	-24	29	-26	6
HUVEC prolif 384	100	108	98	99	81	90	99	82	100	92
Lung fibro prol	98	95	93	94	99	104	101	91	97	92
H69AR inhibit	78	92	92	78	101	74	98	90	80	42
VCAM1 TNFa inh	-6	-3	4	-3	-4	32	27	-7	27	-1
PTK2B oligo ant	0.27	0.8	-0.88	0.57	1.1	-0.55	-0.08	0.02	-0.1	-0.18
Smad3 inh	0	33[fluorescence artefact?]	10	9	3	3	-6	8	-3	6
HUVEC tox TNFa	-25	-8	2	0	-22	78	16	-15	42	-22

21	CC1(C)CC(=O)C2=C(C1)Nc1ccccc1N=C2
22	CC1(C)C(=O)OC(c2cccs2)C(C)(C)C1=O (stereo not drawn)
23	CCn1c2ccccc2c2cc(NC(=O)CSc3nnc(-c4ccc(OC)c(OC)c4)n3N)ccc21
24	CCn1c(=N)c(C(=O)NC)cc2c(=O)n3cccc(C)c3nc21
25	COc1ccc(S(=O)(=O)Nc2cc(Sc3ncn[nH]3)c(O)c3ccccc23)cc1
26	COc1ccc(C2c3c(oc4ccc(C)cc4c3=O)C(=O)N2c2cc(C)ccn2)cc1OC (stereo not drawn)
27	CCN1CCN(CCNC(=O)CS(=O)(=O)Cc2nc(-c3ccc(C)cc3)oc2C)CC1
28	O=c1c([N+](=O)[O-])c(N2CCCCC2)c2ccccc2n1-c1ccccc1
29	COc1ccc(C2CC(c3c(O)cc(C)oc3=O)=NCCS2)c(OC)c1 (stereo not drawn)
30	Cc1ccccc1NC(=O)C(C)O/N=C/c1cccc([N+](=O)[O-])c1 (stereo not drawn)

Screen / compound no.	21	22	23	24	25	26	27	28	29	30
IL1B cytotox	-1	-32	-24	.	-4	16	.	11	.	-4
F-actin modifier	-20	46	6	.	-2	-2	.	6	.	-11
HUVEC prolif 384	88	94	83	92	.	94	105	76	48	.
Lung fibro prol	99	90	107	93	.	103	100	101	48*	.
H69AR inhibit	0.3*	98	22*	75	.	.	88	81	24*	.
VCAM1 TNFa inh	37	16	7	.	12	16	.	12	.	16
PTK2B oligo ant	.	0.98	-0.85	0.07	.	.	.	-0.82	0.19	1.8
Smad3 inh	0	-3	18	0	.	-2	7	19	5	.
HUVEC tox TNFa	.	-87	-21	.	-17	-14	.	-13	.	-6

31	CCOC(=O)C1C(=O)NC(N2CCCCC2)=NC1C(C)C (stereo not drawn)
32	COC(=O)c1c(NC(=O)Cc2cccs2)sc(C(=O)NC2CCCCC2)c1C
33	CN=C1SC(CC(=O)Nc2ccccc2F)C(=O)N1C (stereo not drawn)
34	COCCCNC(=O)/C=C/c1ccc(Cl)cc1Cl
35	COCCn1c(C)cc(C(=O)CSc2nc3ccccc3o2)c1C
36	O=C(CSc1ccc2nnc(-c3ccccn3)n2n1)Nc1ccc2c(c1)OCCO2
37	CCCN(CCO)CCCc1ccccc1
38	COc1ccc(-c2nn(-c3ccccc3)cc2CO)cc1
39	COC(=O)Cc1cc(=O)[nH]c(/N=C(/NC(=O)c2ccccc2)Nc2ccccc2C)n1
40	COc1ccccc1-c1cc(C(=O)N/N=C/C=C/c2ccccc2[N+](=O)[O-])c2ccccc2n1

Screen / compound no.	31	32	33	34	35	36	37	38	39	40
IL1B cytotox	.	5	.	-19	-3	44	.	4	-14	-2
F-actin modifier	.	5	.	-2	5	-6	-4	14	22	8
HUVEC prolif 384	98	66	104	.	25*	84	92	111	68	.
Lung fibro prol	97	91	95	.	94	93	94	100	95	.
H69AR inhibit	92	76	94	.	91	55	94	85	82	.
VCAM1 TNFa inh	.	2	.	6	7	-6	-5	8	-55	-18
PTK2B oligo ant	1.1	-0.09	.	0.67	0.26	.	1	0.45	.	-0.95
Smad3 inh	-5	-16[fluorescence artefact?]	8[fluorescence artefact?]	.	0	5	-1	-4	-1	.
HUVEC tox TNFa	.	-30	.	-21	-2	-11	-5	-8	.	0

41	CC(C)Cc1oc(C(=O)O)cc1CN
42	COc1ccc(CCNC(=O)CSc2nc(O)c(C(C)C)c(=O)[nH]2)cc1OC
43	Fc1cccc(-n2c(-c3ccco3)nc3nc4ccccc4nc32)c1
44	COc1ccc(/C(O)=C2\C(=O)C(=O)N(CCN(C)C)C2c2cc(OC)c(OC)c(OC)c2)c(C)c1 (stereo not drawn)
45	CCC(=O)Nc1ccc(S(=O)(=O)Nc2cccc(C)c2)cc1OC
46	O=C(Nc1ccccc1)N1CCN(Cc2ccc3c(c2)OCO3)CC1
47	COc1cc2c(cc1OC)C(COc1ccc(F)cc1)N(C(=O)c1ccco1)CC2 (stereo not drawn)
48	O=C(Nc1ccccc1C(=O)NCC1CCCO1)c1ccc(Cl)cc1Cl (stereo not drawn)
49	CCOC(=O)CSc1nnc(CNC(=O)c2ccc(OC)cc2)n1C1CCCCC1
50	COc1ccc(NC(=O)Cn2c(=O)sc3ccccc32)cc1

Screen / compound no.	41	42	43	44	45	46	47	48	49	50
IL1B cytotox	-8	-50	-23	-48	-1	4	-70	-61	-2	0
F-actin modifier	-4	.	-17	-4	14	5	-15	-10	-2	0
HUVEC prolif 384	.	95	102	94	98	98	96	.	109	107
Lung fibro prol	.	96	104	98	96	94	96	.	98	101
H69AR inhibit	.	86	94	92	86	94	88	.	99	99
VCAM1 TNFa inh	-20	.	-2	8	-5	14	-21	-9	-4	14
PTK2B oligo ant	-0.09	0.14	-0.04	0.79	-0.03	.	-1.2	-0.31	-0.25	0.55
Smad3 inh	.	1	5[fluorescence artefact?]	-1	3[fluorescence artefact?]	2	5	.	4	1
HUVEC tox TNFa	-7	.	-28	-28	-19	-25	-8	-26	-22	-2

The list goes on; it opens with the 3 that closed the last part.
48	O=C(Nc1ccccc1C(=O)NCC1CCCO1)c1ccc(Cl)cc1Cl (stereo not drawn)
49	CCOC(=O)CSc1nnc(CNC(=O)c2ccc(OC)cc2)n1C1CCCCC1
50	COc1ccc(NC(=O)Cn2c(=O)sc3ccccc32)cc1
51	CN1CCN(Cc2cccc(Oc3ccc(Cl)cc3)c2)CC1
52	CCCCN1CN(S(=O)(=O)c2cccs2)c2nc3ccccc3nc21
53	COc1ccc(-c2cc(C(=O)Nc3cnn(Cc4ccccc4C)c3)no2)cc1OC
54	Cc1cccc(N=Cc2cc3c(cc2[N+](=O)[O-])OCO3)c1
55	CCn1c(COc2ccccc2)nnc1SCC(=O)Nc1ccc2c(c1)OCCO2
56	CCCCCC1CC(=O)N(Cc2ccc(Cl)cc2)C(=O)N1 (stereo not drawn)
57	CC(C)(C)c1cc(C(C)(C)C)cc(S(=O)(=O)CCc2ccccn2)c1

Screen / compound no.	48	49	50	51	52	53	54	55	56	57
IL1B cytotox	-61	-2	0	-11	-8	-6	.	24	6	-14
F-actin modifier	-10	-2	0	.	0	5	1	-4	-26	-6
HUVEC prolif 384	.	109	107	90	.	.	.	88	105	105
Lung fibro prol	.	98	101	90	.	.	.	96	90	95
H69AR inhibit	.	99	99	72	.	.	.	98	97	87
VCAM1 TNFa inh	-9	-4	14	6	10	-4	23	30	3	16
PTK2B oligo ant	-0.31	-0.25	0.55	0.44	.	0.06	-0.55	0.09	0.49	-0.45
Smad3 inh	.	4	1	10	.	.	.	8	9	4
HUVEC tox TNFa	-26	-22	-2	-15	-27	-21	4	8	5	3

Assay outcomes deposited in PubChem by several laboratories.

A portion of the library; the hit share may differ from the screen's.
